# EBNA-1 inh: blocks EBNA-1 binding to DNA | inhibition, % at 14.8 µM | actives 0.34% (n = 300,000) | EBNA-1 DNA binding, fluorescence polarization | AID 1950; in the data active means inhibition above about 28%
# PREPL inh: human PREPL enzyme inhibition; Q4J6C6; recombinant PREPL, fluorescence polarization activity-based probe; inhibition, % at 5.96 µM; actives 0.68% (n = 320,000); AID 2751; in the data active means inhibition above about 43%;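 further: 0% = enzyme with DMSO and 100% = wells lacking enzyme; many of its hits are not listed in these tables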
# GSTO1 inh: GSTO1 inhibition, counter-screen for RBBP9 inhibitors. actives 1.1% (n = 300,000). recombinant GSTO1, activity-based probe fluorescence polarization. inhibition, % at 5.96 µM;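 active means inhibition above the campaign mean inhibition plus 3 SD, cut at about 35% in these data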;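 further: 0% = GSTO1-1 with DMSO and 100% = wells lacking GSTO1-1 enzyme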
# Target sequence (P78417 whole entry, looked up): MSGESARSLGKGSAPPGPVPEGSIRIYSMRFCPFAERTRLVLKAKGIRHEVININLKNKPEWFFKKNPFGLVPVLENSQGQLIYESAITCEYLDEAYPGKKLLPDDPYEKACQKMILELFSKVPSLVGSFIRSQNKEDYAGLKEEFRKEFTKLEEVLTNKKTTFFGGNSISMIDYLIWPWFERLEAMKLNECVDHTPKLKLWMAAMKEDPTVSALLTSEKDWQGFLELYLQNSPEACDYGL
# PAFAH2 FP inh: PAFAH2 (human) inhibition | inhibition, % at 3.39 µM | AID 492956 | recombinant PAFAH2, FP-rhodamine activity probe, fluorescence polarization | actives 0.99% (n = 340,000);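 active means inhibition above the mean over all tested compounds plus 3 SD, cut at about 30% in these data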;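 further: inhibitors block probe labeling of enzyme so polarization drops; 0% = enzyme with DMSO and 100% = wells lacking PAFAH2 protein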
# ZTA DNA inh: counter-screen for EBNA-1 inhibitors: inhibitors of Epstein-Barr virus ZTA; P03206; ZTA-DNA binding, fluorescence polarization; inhibition, % at 11 µM; actives 0.15% (n = 320,000); AID 2234; in the data active means inhibition above about 33%
# Target sequence (P03206 whole entry, looked up): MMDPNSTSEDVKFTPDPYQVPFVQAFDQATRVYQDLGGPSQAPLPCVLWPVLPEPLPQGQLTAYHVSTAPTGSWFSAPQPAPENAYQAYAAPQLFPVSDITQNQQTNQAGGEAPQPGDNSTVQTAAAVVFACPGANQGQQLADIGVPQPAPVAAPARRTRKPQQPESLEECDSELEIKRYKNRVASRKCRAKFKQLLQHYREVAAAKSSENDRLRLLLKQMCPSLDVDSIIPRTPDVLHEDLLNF
# PAD4 inh: PAD4 (human) enzyme inhibition; Q9UM07; recombinant PAD4, RCA probe fluorescence polarization; inhibition, % at 6.36 µM; actives 0.41% (n = 330,000); AID 485272;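 active means percent inhibition above a cutoff equal to the mean of all tested compounds plus 3 SD, cut at about 15% in these data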;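 further: 0% = PAD4 with RCA probe and DMSO and 100% = probe without PAD4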
# LYPLA1 counter: LYPLA1 (human) inhibition in PME1 counter-screen; O75608; recombinant LYPLA1, FP-Rh probe fluorescence polarization; inhibition, % at 5.9 µM; actives 0.16% (n = 320,000); AID 2174;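 active means inhibition above the mean of all tested compounds plus 3 SD, set per campaign, cut at about 14% in these data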;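 further: inhibitors block serine hydrolase probe labeling of LYPLA1 so polarization falls; 0% = enzyme with DMSO and 100% = wells lacking LYPLA1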
# PAFAH1B3 FP inh: blocks human PAF acetylhydrolase 1B catalytic subunit 3; Q15102; recombinant PAFAH1B3, FP-rhodamine probe, fluorescence polarization; inhibition, % at 3.39 µM; actives 0.28% (n = 340,000); AID 492972;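 active means inhibition above the screen-wide average of all tested compounds plus 3 SD, cut at about 25% in these data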;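 further: 0% = enzyme with DMSO only and 100% = wells lacking PAFAH1B3 protein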
# Target sequence (Q15102 whole entry, looked up): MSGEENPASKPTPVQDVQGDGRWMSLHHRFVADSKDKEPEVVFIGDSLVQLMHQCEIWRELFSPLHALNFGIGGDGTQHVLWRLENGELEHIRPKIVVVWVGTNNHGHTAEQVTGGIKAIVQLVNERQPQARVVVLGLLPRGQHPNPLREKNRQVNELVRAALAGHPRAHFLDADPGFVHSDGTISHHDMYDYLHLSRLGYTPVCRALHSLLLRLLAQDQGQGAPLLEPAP
# LYPLA2 counter: blocks human lysophospholipase 2, a PME1 counter-screen; AID 2177; O95372; actives 0.38% (n = 320,000); inhibition, % at 5.9 µM; recombinant LYPLA2, FP-Rh probe fluorescence polarization;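 active means inhibition above the screen-wide mean plus 3 SD, limit set per campaign, cut at about 26% in these data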;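 further: 0% = LYPLA2 with DMSO and 100% = wells lacking LYPLA2 enzyme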
# Target sequence (O95372 whole entry, looked up): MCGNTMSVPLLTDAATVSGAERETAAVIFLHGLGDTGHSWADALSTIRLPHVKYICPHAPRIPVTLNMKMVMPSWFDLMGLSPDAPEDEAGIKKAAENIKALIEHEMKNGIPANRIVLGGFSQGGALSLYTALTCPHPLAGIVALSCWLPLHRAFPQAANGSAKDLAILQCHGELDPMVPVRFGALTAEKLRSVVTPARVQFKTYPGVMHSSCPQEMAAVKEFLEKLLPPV
# Active calls of the source: *; . = not tested or not shown. An excerpt. The share of hits here may be higher or lower than overall.
SMILES,EBNA-1 inh,PREPL inh,GSTO1 inh,PAFAH2 FP inh,ZTA DNA inh,PAD4 inh,LYPLA1 counter,PAFAH1B3 FP inh,LYPLA2 counter
Cc1cc(Br)ccc1NC(=O)CN1C(=S)NC(C)(C)CC1C (configuration not stated),-4,-4,2,4,-4,-2,2,4,2
CC(C)Oc1cccc(-c2nnc(SCC(=O)Nc3ccc4c(c3)OCCO4)n2N)c1,7,4,4,3,17,-2,3,-2,6
COc1ccc(OCC(=O)Nc2cc(OC)cc(OC)c2)cc1,9,0,-10,4,1,-4,0,0,6
CCOc1cc(/C=N/n2c(COc3ccccc3)n[nH]c2=S)ccc1O,-3,-15,-2,0,2,-1,3,6,10
COc1cc(/C=C(\C#N)C(N)=O)ccc1OCc1c(C)no[n+]1[O-],-3,2,19,-1,-5,-5,5,1,5
O=C(NCc1nnc2c3ccccc3c(-c3ccccc3)nn12)c1ccccc1Cl,7,0,5,0,-1,0,2,3,-3
Cc1ccc(O)c(-c2cc(C(=O)NCc3ccncc3)[nH]n2)c1,-2,-3,-6,3,11,-2,0,-9,3
COc1cc(Br)c(CN2CCCN(C)CC2)cc1OC,14,8,-1,7,-3,-2,-1,-3,2
COc1ccc(C(=O)Nc2ccc3c(c2)OCCO3)cc1S(=O)(=O)N1CCOCC1,.,7,.,-12,-12,4,2,0,3
COc1ccc(OC)c(CNC(=O)c2cc(=O)[nH]c3ccc(S(=O)(=O)N4CCCC4)cc23)c1,6,2,8,.,1,-1,1,.,6
COc1ccc2occ(C(=O)c3ccc(N=C(C)N(C)C)cc3)c2c1,6,9,8,10,-4,0,-5,3,5
O=S(=O)(Nc1ccc2cn[nH]c2c1)c1cc(Br)ccc1Br,.,-23,.,4,.,-2,.,8,.
COc1ccccc1N1C(=O)CC(N2CCN(c3ccc(F)cc3)CC2)C1=O (configuration not stated),13,10,1,9,-8,7,-2,8,8
O=C(NC1CCCCCC1)C1CC(=O)N(c2ccc(Cl)cc2)C1 (configuration not stated),13,10,-1,0,-5,-7,-4,-2,0
Cc1ccc(C(C)C)c(OCC(=O)NN=C2CCCCCCC2)c1,8,-1,-2,-2,2,-4,0,9,-1
CCC/C=C(\CCC)C(NC(=O)Cc1ccccc1)c1ccc(C(=O)OC)cc1 (configuration not stated),3,-14,15,-9,4,-1,-5,-2,-2
CN(C)S(=O)(=O)c1ccc(NC(=O)COc2ncnc3sccc23)cc1,7,8,3,-3,-10,-2,-4,3,-1
Cc1ccc(O)c(C2=Nc3ccccc3N=C(c3ccco3)C2)c1,19,5,6,-2,-4,2,2,4,5
CCCCC(NC(=O)c1ccccc1)C(=O)OCC(=O)N1c2ccccc2Sc2ccccc21 (configuration not stated),-9,-8,-10,-17,-16,-8,-5,-2,-12
NC(=O)COC(=O)c1cccc(S(=O)(=O)N2CCN(c3ccccc3)CC2)c1,0,-26,1,1,16,-1,1,7,-3
CCOC(=O)/C=c1\s/c(=C\c2ccc(C)cc2)c(=O)n1CC(=O)NCc1ccco1,45*,-10,-3,-31,11,5,-2,-11,-5
NC(=O)c1cc2nc(-c3ccco3)cc(C(F)(F)F)n2n1,4,23,2,8,0,0,-2,4,-4
O=[N+]([O-])c1ccc(Oc2cccc(C(F)(F)F)c2)nc1,7,3,8,-1,-19,2,1,3,41*
O=C(Nc1ccc(Cl)cn1)c1ccc2c(Cl)c3c(nc2c1)CCC3,2,0,-4,7,14,2,3,4,8
Cc1ccc2c(c1)CC1(CN2C)C(=O)OC2(CCCCC2)OC1=O,-4,8,5,5,-9,0,-2,2,5
COC(=O)c1ccc(Oc2nc3c(c(=O)n(C)c(=O)n3C)n2CCC(C)C)cc1,2,-1,9,2,13,1,-2,8,2
CC(=O)Oc1ccc(-c2cc3ccccc3oc2=O)cc1,-8,11,2,4,-2,0,1,8,5
O=C(CCN=C1NS(=O)(=O)c2ccccc21)OCc1nnc(-c2ccccc2)o1,-7,-9,8,4,-3,-2,3,0,3
Cc1nc2ncnn2c(C)c1CCC(=O)NCc1ccc2c(c1)OCO2,6,2,-3,2,5,-3,3,-2,2
CCn1cc(C(=O)O)c(=O)c2cc(F)c(N/N=C/c3ccccc3[N+](=O)[O-])cc21,15,2,1,7,0,-4,2,5,2
COc1cnc(SCc2c(Cl)cccc2Cl)nc1Cl,2,2,33,-5,-6,-1,-6,4,24
COc1ccc(NC(=O)c2cc3c(CO)cnc(C)c3oc2=Nc2cccc(F)c2)c(OC)c1,8,12,-4,4,13,2,-4,9,0
Cn1c(=O)c2c(-c3ccc(C(C)(C)C)cc3)n(N3CCOCC3)cc2n(C)c1=O,-2,6,0,-7,-9,-4,-3,8,0
CC1CCC2C(=O)N(c3cccc(OS(=O)(=O)c4ccccc4)c3)C(=O)C2C1 (configuration not stated),-2,7,-15,0,-16,1,-2,1,0
Cc1cc(O)c(C(=O)/C=C/c2ccccc2Br)c(=O)o1,-1,-6,-13,10,-4,-15,-12,10,-13
Cc1ccc2[nH]c(=O)c(CN(C)C(=O)c3cccs3)cc2c1,-18,-4,-3,0,-9,-2,0,10,-6
C=C1CCN([C@H](C(=O)O)C(C)C)S(=O)(=O)c2ccccc21,4,2,3,10,-11,-2,1,1,4
Cc1ccc(NCc2nc(SCC(=O)Nc3ccccc3)n[nH]2)cc1,1,9,0,-3,-3,2,2,3,4
O=C(c1ccc(Cl)cc1)C1CCN(C(=O)NC2CCCCC2)CC1,-3,6,1,3,2,0,-3,2,7
N#CC(C#N)=NNc1ccc(S(=O)(=O)N2CCCCC2)cc1,16,10,21,-9,1,-6,-9,15,-2
C[C@]12c3[nH]c4ccccc4c3CCN1C(=O)C(CC(=O)NCCN1CCOCC1)C[C@@H]2C(=O)N1CCCCC1 (some centres not stated),.,17,.,-5,.,1,.,6,.
C=CCNS(=O)(=O)c1ccc(OCC(=O)OCC)cc1,3,11,1,-2,-3,-2,1,-3,-5
CCCn1c2ccccc2c2cnn(CC(=O)NCCCN3C(C)CCCC3C)c(=O)c21 (configuration not stated),-4,-2,-4,2,-6,-1,-1,2,2
Cc1ccc(S(=O)(=O)Nc2cccc(C(=O)NCCCN3CCCC3=O)c2)cc1F,5,-7,0,4,7,-6,1,9,-1
CCOC(=O)c1cc(-c2ccccc2)nc2c1c(C)nn2-c1ccccn1,7,-6,-5,3,5,3,-1,2,1
O=C(CSCC(=O)NC1CC1)Nc1ccccc1,7,-1,9,-7,23,-2,-1,-2,3
CSc1nsc(SC)c1C(=O)N1CCN(S(=O)(=O)c2ccc(C)cc2)C1C(C)C (configuration not stated),-4,4,5,2,12,2,-4,5,-9
COc1cccc(NC(=O)CSc2nnc(NC(=O)C3CCC3)s2)c1,-12,2,-5,3,-11,8,-1,4,-5
CCOC(=O)c1ccc(COC(=O)CNC(=O)CNC(=O)Cc2ccccc2)cc1,-1,1,1,2,1,-6,2,-2,3
Cc1c(NS(=O)(=O)c2cccc(C(=O)NCc3ccc(Cl)cc3)c2)c(=O)n(-c2ccccc2)n1C,-27,10,0,0,-3,-4,-1,6,5

# Entries of single compounds from above.
# O=C(CSCC(=O)NC1CC1)Nc1ccccc1 is listed as EBNA-1 inh = 7; PREPL inh = -1; GSTO1 inh = 9; PAFAH2 FP inh = -7; ZTA DNA inh = 23; PAD4 inh = -2; LYPLA1 counter = -1; PAFAH1B3 FP inh = -2; LYPLA2 counter = 3
# C[C@]12c3[nH]c4ccccc4c3CCN1C(=O)C(CC(=O)NCCN1CCOCC1)C[C@@H]2C(=O)N1CCCCC1 (some centres not stated) is listed as EBNA-1 inh = .; PREPL inh = 17; GSTO1 inh = .; PAFAH2 FP inh = -5; ZTA DNA inh = .; PAD4 inh = 1; LYPLA1 counter = .; PAFAH1B3 FP inh = 6; LYPLA2 counter = .

# Next part.
SMILES,EBNA-1 inh,PREPL inh,GSTO1 inh,PAFAH2 FP inh,ZTA DNA inh,PAD4 inh,LYPLA1 counter,PAFAH1B3 FP inh,LYPLA2 counter
COc1ccc(NS(=O)(=O)c2ccc3nc(COc4ccc(C#N)cc4)[nH]c3c2)cc1,3,-14,-7,-9,-4,-3,-24,-9,-21
COc1ccc(S(=O)(=O)N(C)C)cc1NC(=O)CN1CCN(C(=O)C2CC2)CC1,.,21,.,-1,-11,2,3,2,4
Cc1ccc(N2C(=O)N(CC(=O)Nc3cc(F)ccc3C)C(=O)C2C)cc1 (configuration not stated),-7,-5,1,-2,-8,-5,4,6,1
CCOC(=O)c1[nH]c(C)c(/C(O)=C2\C(=O)C(=O)N(CCCN(C)C)C2c2cccnc2)c1C (configuration not stated),-8,12,-7,5,14,0,0,-2,2
CCOc1c2ccc(C(=O)NCc3cc(C(F)(F)F)cc(C(F)(F)F)c3)cc2nn1CCOC,2,-5,5,-7,7,9,-4,12,2
CCCCCCNC(=O)CNC(=S)N(Cc1cccs1)C1CCCCC1,-4,-4,1,3,-9,2,2,8,11
CC1=C(c2ccccc2)[N+](=O)C2(CCCCC2)N1[O-],6,4,-4,-1,4,-8,-1,7,5
O=C1COc2ccc(C(=O)COC(=O)CNC(=O)c3ccccc3)cc2N1,-8,1,-1,-4,-19,0,-4,6,0
CCOC(=O)C1CCCN(C(=O)CCC(=O)Nc2ccc3nc(N4CCOCC4)cc(C)c3c2)C1 (configuration not stated),2,-3,6,-2,-27,-3,-1,-5,-3
COc1ccc(COc2ccccc2C(N)=O)cc1F,-3,-4,1,1,-10,1,4,6,9
O=C(NNC(=O)c1cccs1)c1ccc(Br)cc1,-6,-10,-2,-4,-7,4,-3,4,3
CCOC(=O)c1c(C)c(C(=O)Nc2ccc3c(c2)OCO3)c(C)n1C,4,10,1,5,2,0,0,3,-3
COc1ccc(CNC(=O)c2cc3c(C)nc4ccccc4c3o2)c(OC)c1,3,-15,-7,.,7,2,-7,.,-2
CC(=O)NCC(=O)NNC1CC(=O)N(c2cccc(Cl)c2)C1=O (configuration not stated),-5,8,1,6,2,0,-1,1,-5
CCN(CC)CCNS(=O)(=O)c1ccc(Cl)cc1,-10,-46,-2,-5,3,-4,-2,-11,2
COc1ccccc1Oc1c(C)oc2c(CN3CCN(CCO)CC3)c(O)ccc2c1=O,0,25,67*,.,-7,90*,55*,.,46*
Cc1ccc(S(=O)(=O)N2CCC(C(=O)Nc3ccccc3N3CCCC3)CC2)cc1C,3,8,0,2,12,0,-1,0,2
CCn1c(O)c(N=NC(=O)c2ccc(CSc3nncn3C)cc2)c2ccccc21,-7,12,-2,3,0,-1,0,-1,-1
CC(=O)c1cc(CN2CCN(Cc3ccccc3)C(CCO)C2)cs1 (configuration not stated),-14,7,4,-1,-23,-3,4,7,3
COc1ccc(OC)c(-c2csc(NC(=O)C3=COCCO3)n2)c1,12,-9,4,0,-1,-2,3,6,3
Cn1nccc1C(=O)Nn1cnnc1,3,1,-2,-4,4,-1,4,15,10
Cc1nnc(N2C(=O)c3cccc4c([N+](=O)[O-])ccc(c34)C2=O)s1,4,13,22,-5,9,7,0,29*,2
COc1ccc(CC(=O)O/N=C(\N)c2ccncc2)cc1,6,6,-1,2,1,-2,1,4,2
CC1C=CCC2C(=O)N(c3ccc(Cl)cc3O)C(=O)C12 (configuration not stated),-2,6,7,35*,-18,-3,-2,9,0
Cc1ccccc1CSc1nnc(C)c(=O)n1N,-1,1,8,-3,5,-5,-3,5,1
O=C(CSc1cn(CCNC(=O)c2cccs2)c2ccccc12)NC1CCCC1,-12,2,1,-4,2,1,-3,4,2
CCOC(=O)C(C)(C)C(=O)C(C)(C)C(O)c1ccccn1 (configuration not stated),3,5,7,-1,10,-4,-1,6,3
CCN1CCN(C(=O)c2ccc(CS(=O)(=O)Cc3ccccc3F)o2)CC1,-6,8,-7,0,-3,-1,-1,15,-2
CCOC(=O)N1CCC(n2c(SCC(=O)Nc3nccs3)nc3ccsc3c2=O)CC1,-13,2,1,2,-7,0,-2,-4,3
CCCCCCn1cnc2c(oc3nc4c(cc32)CCCC4)c1=O,-17,1,4,-5,-11,3,-2,1,-4

# Compound activity as filed in PubChem.
